Compound activity from PubChem BioAssay.
UHRF1 MBD2 ctr = UHRF1 methyl-DNA binding inhibition | 370,000 compounds, 0.75% hits | Q96T88 | UHRF1 binding to methylated oligo, TR-FRET | AID 687016 | inhibition, % at 4.4 µM; in the data active means inhibition above about 21%;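 further: UHRF1 SRA domain binding a hemimethylated CpG hairpin DNA probe; 0% = median of test compound wells and 100% = reference inhibitor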
Target sequence (Q96T88 whole entry, looked up, the tested form may be a part): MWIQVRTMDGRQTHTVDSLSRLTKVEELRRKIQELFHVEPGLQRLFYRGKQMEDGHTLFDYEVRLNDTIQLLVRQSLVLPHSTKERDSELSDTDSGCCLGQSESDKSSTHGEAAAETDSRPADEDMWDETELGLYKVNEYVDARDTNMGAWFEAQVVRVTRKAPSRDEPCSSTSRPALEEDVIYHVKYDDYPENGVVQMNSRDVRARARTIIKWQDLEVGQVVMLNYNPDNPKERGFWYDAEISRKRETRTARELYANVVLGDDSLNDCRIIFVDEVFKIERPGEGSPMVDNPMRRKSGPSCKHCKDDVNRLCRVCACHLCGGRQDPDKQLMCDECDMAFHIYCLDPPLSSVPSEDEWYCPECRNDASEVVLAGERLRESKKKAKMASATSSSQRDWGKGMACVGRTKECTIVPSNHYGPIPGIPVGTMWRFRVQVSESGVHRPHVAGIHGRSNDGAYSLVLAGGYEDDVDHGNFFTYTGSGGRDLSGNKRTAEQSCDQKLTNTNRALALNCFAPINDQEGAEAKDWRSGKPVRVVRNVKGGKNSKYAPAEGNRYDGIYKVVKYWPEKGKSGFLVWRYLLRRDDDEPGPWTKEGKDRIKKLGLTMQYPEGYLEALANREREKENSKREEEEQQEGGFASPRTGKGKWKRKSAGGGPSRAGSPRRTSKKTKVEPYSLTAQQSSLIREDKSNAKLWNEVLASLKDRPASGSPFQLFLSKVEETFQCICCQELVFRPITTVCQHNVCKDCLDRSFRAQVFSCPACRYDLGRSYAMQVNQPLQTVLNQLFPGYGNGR
sPLA2-III inh = Inhibits HGIII-sPLA2 liposome hydrolysis, primary screen. Q9NZ20. QFRET BODIPY PC-A2 liposome hydrolysis, fluorescence. inhibition, % at 12.2 µM. 370,000 compounds, 0.56% hits. AID 743126;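 active means inhibition above mean plus 3 SD of compounds lying within the high and low control bounds, cut at about 19% in these data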;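 further: 0% = median of test compound wells and 100% = no enzyme DMSO wells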
ARFGAP1 inh = rat ARFGAP1 inhibition | Q62848 | Arfgap1-stimulated ARF1 GTP hydrolysis, GDP FP detection | inhibition, % at 16.5 µM | 360,000 compounds, 0.26% hits | AID 651572;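 active means inhibition above a per-plate limit, mean inhibition of low control wells plus 3 SD, cut at about 25% in these data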;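 further: 0% = DMSO wells with enzyme and 100% = wells lacking Arfgap1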
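Assay system: Rat Arfgap1 GAP domain (His6, aa 1-136), purified enzyme | Buffer or medium: HEPES 25 mM pH 7.5, NaCl 150 mM, MgCl2, DTT | Schedule: GTP hydrolysis reaction 2 h at 25 °C | Signal: FP of antibody-bound GDP Alexa 633 tracer, ex 620/em 688 nm | Measure: Percent inhibition of Arfgap1-stimulated GTP hydrolysis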
ASAP1 GAP inh = ASAP1 ArfGAP inhibition. inhibition, % at 16.5 µM. ASAP1-stimulated ARF1 GTP hydrolysis, GDP FP detection. 360,000 compounds, 0.19% hits. Q9ULH1; in the data active means inhibition above about 25%;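 further: 0% = vehicle with enzyme and substrate and 100% = no enzyme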
PLCg1 inh = inhibitors of human phospholipase C gamma1. 370,000 compounds, 0.84% hits. purified PLC-gamma1, fluorogenic substrate, fluorescence. inhibition, % at 12.2 µM. P19174; in the data active means inhibition above about 9.5%
PLCb3 inh = PLC-beta3 (human) inhibition, primary screen. Purified PLC-beta3, fluorogenic substrate, fluorescence. inhibition, % at 12.2 µM. Q01970. 370,000 compounds, 0.18% hits; in the data active means inhibition above about 11%;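 further: 0% = median of compound wells on plate and 100% = full blocker control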
DDE Tn7 FP inh = DD(E)-Tn7 binding inhibition, primary FP screen; FP displacement of FITC-Tn7 peptide from fibrin DD(E); 0% = median of compound wells per plate; 370,000 compounds, 0.13% hits; inhibition, % at 8.3 µM;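 active means inhibition above the mean of compounds falling within the control limits plus 3 SD of them, cut at about 14% in these data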;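 further: 0% = plate median of compound wells and 100% = 10 µM Aha-Tn7 peptide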
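assay system = human clot-derived fibrin DD(E) complex | quantity = Fibrin-DD(E) at 2 µM final | timing = 10 min preincubation, 3 h with tracer, room temperature | signal = fluorescence polarization | measure = percent inhibition | benchmarks = high control wells with 10 µM unlabelled Aha-Tn7 peptide (full inhibition) | replicates = singlicate testing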
KLK7 zymogen act = activates the human kallikrein-7 zymogen; P49862; 370,000 compounds, 0.9% hits; AID 652039; activation, % at 7 µM; purified proKLK7, EDANS-DABCYL substrate fluorescence; 100% is mature enzyme control, 0% vehicle;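 active means activation above the mean of all tested compounds plus 3 SD, computed per campaign excluding outliers beyond control limits, cut at about 13% in these data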
Target sequence (P49862 whole entry, looked up): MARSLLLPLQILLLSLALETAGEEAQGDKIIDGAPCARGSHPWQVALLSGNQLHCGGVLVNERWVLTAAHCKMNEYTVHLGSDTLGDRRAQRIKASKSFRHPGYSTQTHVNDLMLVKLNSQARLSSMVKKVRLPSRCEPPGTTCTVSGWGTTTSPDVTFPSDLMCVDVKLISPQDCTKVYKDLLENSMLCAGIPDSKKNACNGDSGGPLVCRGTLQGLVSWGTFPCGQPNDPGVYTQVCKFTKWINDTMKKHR
Tn6 DDE FP = DD(E)-Tn6 binding inhibition, primary FP screen; P02675; Fibrin DD(E) TRITC-Tn6 fluorescence polarization displacement; inhibition, % at 8.3 µM; 370,000 compounds, 0.21% hits;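 active means inhibition above a per-campaign cutoff: mean of compounds within control limits plus 3 SD, cut at about 15% in these data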;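 further: 0% = median of all compound wells on the plate and 100% = blocking peptide control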
NR1D1 modulator = Rev-erb alpha (human) modulation | P20393 | Rev-erbα–FITC-DNA binding, fluorescence polarization, 90 min | activity, % at 10 µM | 370,000 compounds, 0.79% hits | AID 1259318;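 active means activity above about 14%, limit read from the data; passing the limit was not always enough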;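 further: 0% = DMSO wells with 35 nM protein and 100% = DMSO wells with 750 nM protein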
* marks the source's active call; other numbers are inactive results; nt = no result given; & = joins results of further samples; ! = not active in a repeat.

SMILES	UHRF1 MBD2 ctr	sPLA2-III inh	ARFGAP1 inh	ASAP1 GAP inh	PLCg1 inh	PLCb3 inh	DDE Tn7 FP inh	KLK7 zymogen act	Tn6 DDE FP	NR1D1 modulator
CC(C)C[C@@H](CN1CCC[C@H]1CN1C(=O)C(=O)NC[C@@H]1Cc1ccccc1)N1C[C@H](Cc2ccccc2)N(CCc2ccccc2)C(=O)C1=O	-1	-3	10	-15	-1	-1	4	-0.4	-2	2
O=C(CN1CCN(C(=O)c2ccccc2)CC1)Nc1cc(S(=O)(=O)N2CCCC2)ccc1Cl	6	-1	-2	9	-2	0	1	-0.3	0	-1
COc1ccc(C2Nc3ccccc3C(=O)N2c2ccccc2)cc1COc1ccccn1 (stereo not given)	-4	1	-3	0	-310	-316	1	8.3	3	5
O=C(c1cc(-c2cccs2)on1)N1CCc2ccccc2C1	-2	-1	-4	-2	-2	-4	-2	0.8	-2	-3
CCOc1ccc(C(=O)N2CCC3(CC2)NCCc2[nH]cnc23)cc1OCC	10	6	7	-15	-2	-6	2	0.7	13	-7
CCOC(=O)C1=C(C)N(C)C(=O)NC1c1ccc2c(c1)OCO2 (stereo not given)	1	1	5	7	1	-4	4	-0.1	-2	4
O=C(NCc1ccco1)C1CC(=O)N(c2ccc(F)cc2)C1 (stereo not given)	0	1	3	-2	-2	-2	7	0.2	2	1
O=C(Nc1ccc(Cn2cccn2)cc1)c1ccc(COc2ccccc2Br)cc1	8	-20	9	21	-2	-5	-10	0.3	5	-2
CCn1c(SCc2cccc(F)c2)nnc1-c1cccnc1	-3	3	4	7	1	4	3	0.7	1	-2
COc1ccc([C@@H]2CC=C(C(=O)O)[C@H](c3ccc(Cl)cc3)N2S(=O)(=O)c2ccccc2C)cc1	-2	-19	0	-6	6	3	-8	0.9	-2	-4
CC(C)[C@H](NC(=O)OC(C)(C)C)C(=O)N/N=C/c1ccc2nccnc2c1	0	-2	-3	-17	-4	-10	0	0.3	-1	3
CCN(Cc1ccccc1)S(=O)(=O)c1ccc(C(=O)N(CCCN(C)C)c2nc3cc4c(cc3s2)OCO4)cc1	-1	-5	9	20	-1	-2	5	-0.3	-1	5
Cc1c(Cc2ccccc2)c(=O)oc2cc(OCc3nn[nH]n3)ccc12	0	-20	9	-2	-68	-118	0	-9.2	0	-4
CCCCC[C@H](O)/C=C/[C@@H]1[C@H]2C/C(=C/CCCC(=O)O)O[C@H]2C[C@H]1O	3	4	nt	nt	1	5	-4	0.3	10	9
O=C(CCc1ccc(S(=O)(=O)N2CCOCC2)cc1)Nc1ccc(N2CCOCC2)cc1	2	-6	2	4	0	0	7	-0.4	-1	1
CN(CC(=O)Nc1c(Cl)cccc1Cl)C(=O)CNC(=O)c1sc2ccccc2c1Cl	2	5	-4	7	2	-4	-1	0.0	-1	-13
Nc1nonc1-n1nnc(C(=O)N/N=C/c2ccccn2)c1-c1ccccc1	-3	-6	-1	6	-2	-9	-2	-0.1	2	7
CC(C)CC(=O)Nc1c2c(nn1-c1ccc(F)cc1)CS(=O)(=O)C2	5	5	6	-3	7	7	-1	-0.4	0	-1
COc1ccc(OC)c(C(=O)N2CCC(n3nccc3NC(=O)CC(C)C)CC2)c1	-1	-3	-11	9	-2	-7	-2	0.2	4	0
CCOC(=O)/C=C(\C)Nc1cc(C)nn1-c1ccccc1	-5	2	1	8	-1	2	-4	0.3	-4	2
COc1ccc(CCNC(=O)Nc2cc(F)c(F)cc2Cl)cc1OC	2	9	7	0	4	2	3	-0.3	-5	0
COc1cc(/C=N/NC(=O)CNC(=O)c2ccncc2)ccc1O	-1	0	4	-10	0	-7	2	-0.7	9	-8
CC(C)c1cc(CNC(=O)c2ccc(OC3CCN(Cc4ccccn4)CC3)cc2)on1	0	-5	-5	2	-3	-9	-1	5.8	-1	0
O=c1[nH]nc(Cc2ccc(Cl)cc2)c2ccccc12	0	-7	-16	7	0	1	4	0.9	15*	1
COc1ccc(C(CC(=O)O)NC(=O)Cc2ccccc2)cc1 (stereo not given)	-1	5	16	13	-2	4	-7	0.2	3	-3
N=c1c2c(ncn1Cc1ccco1)Oc1cc(O)ccc1C2c1ccccc1 (stereo not given)	3	-13	19	8	-2	-9	-5	0.2	0	-5
COc1ccc(C(=O)C2CCCN(C(=O)Cn3nc(C)nc3C)C2)cc1F (stereo not given)	0	-4	4	-8	1	1	11	0.2	4	-4
COc1ccc(OC)c(CNc2ccc(F)c(Cl)c2)c1	-1	14	9	11	-2	-3	1	-0.7	-3	0
Cc1ccccc1C(=O)NC(=S)Nc1ccc(Cc2ccncc2)cc1	-1	2	14	1	0	5	0	-0.5	0	7
Cc1cc(C)c2nc(NNC(=O)c3ccc(S(=O)(=O)N4CCCC(C)C4)cc3)sc2c1 (stereo not given)	-2	36*	14	8	-259	-317	1	-1.6	-7	1
Cc1ccc2[nH]c3c(=O)n(CCc4cnc[nH]4)cnc3c2c1	-3	2	7	-9	-16	-20	4	0.5	-2	-6
COCc1nnc(NC(=O)c2ccc(NC(=O)C(C)C)cc2)s1	-1	-5	-12	-1	0	0	0	0.0	9	1
CC(C)N(Cc1ccccc1)S(=O)(=O)c1cccs1	-2	-4	7	-8	-29	-3	-4	-0.1	0	-2
CC(=O)c1ccc(NC(=S)N(C)C2CCN(C)CC2)cc1	-4	0	-1	9	-1	4	6	0.3	3	3
C=CC[C@@H](CC(=O)NCCO)C(=O)N[C@@H](COC(=O)[C@@H](CC=C)CC(=O)OC(C)(C)C)Cc1c[nH]c2ccccc12	-2	-48	6	17	1	1	5	-0.5	2	1
CCOC(=O)c1c(C)[nH]c(C)c1C(=O)CSc1nc2ccccc2c(=O)n1-c1ccc(Cl)cc1	3	-7	-2	-8	-2	-2	-1	-0.9	-1	5
Cc1ccccc1-c1nc(CS(=O)(=O)CC(=O)NCCN2CCOCC2)c(C)o1	1	-9	-6	-9	3	2	1	0.3	3	-5
COc1ccccc1/C=C/C=N/NC(=O)c1ccc(=O)n(C)c1	0	14	14	-1	-26	-37	3	1.4	-3	-1
COc1c2ccoc2c(OC[C@@H](O)C(C)(C)O)c2oc(=O)ccc12	-2	0	1	3	-10	-17	2	-0.3	2	7
COC(=O)c1ccn(CC(=O)NC2CCCCC2)n1	8	0	2	-12	1	-4	0	-0.3	0	-1
CC(C)(C)C(=O)/C(C#N)=C/c1cccs1	1	-5	-8	2	3	-4	3	0.1	3	-3
COc1ccc(NC(=O)c2cc(S(=O)(=O)N3CCc4ccccc43)cn2C)cc1	4	2	-7	0	3	6	-10	0.1	-4	-3
COCCN(Cc1cc2cc(C)ccc2[nH]c1=O)S(=O)(=O)c1ccc(Cl)cc1	1	-4	1	-4	-3	-9	-1	0.4	7	3
COC(=O)c1[nH]c2ccc(C)cc2c1NC(=O)C1=COCCO1	-5	-12	-5	-6	-12	-21	-6	0.9	1	2
COc1ccc(-c2ccc(CN3C(C(C)C)C(=O)N(Cc4cn(Cc5ccco5)nn4)CCS3(=O)=O)cc2)cc1 (stereo not given)	1	-44	17	8	-2	-5	-3	0.1	2	-3
COc1cccc(Nc2nnc(SCN3C(=O)c4ccccc4C3=O)s2)c1	-1	-3	-19	5	1	1	0	0.0	-3	0
O=C(Cc1c[nH]c2ccccc12)NCc1ccncc1	0	4	-4	-21	0	-5	4	-0.2	2	6
COc1cc(C2C(C#N)=C(N)Oc3c2ccc2ccccc32)ccc1OCC(=O)Nc1cccc(C)c1 (stereo not given)	-2	-46	13	14	-24	-29	5	-19	-5	-2
CC(COc1cccc2ccccc12)CN1CCN(C)CC1 (stereo not given)	4	-10	12	-11	-1	2	4	-0.5	3	-3
O=C(Nc1cccc(-c2cn3ccccc3n2)c1)c1ccccc1	0	-2	8	-13	-2	-6	-2	-0.1	1	-5
O=C(OCC(=O)N1CCOCC1)c1ccc2ccccc2c1O	1	3	0	7	-40	-55	2	5.5	-4	3
COc1ccc(S(=O)(=O)N2CCOCC2)cc1C(=O)N(C)Cc1ccco1	1	5	-6	-14	0	-2	-1	0.2	-4	-2
Cc1nnc(SCc2ccc(F)cc2)s1	1	4	5	4	-3	1	-1	-0.2	3	3
Cc1cccc(N2CCN(C(=O)C3CCN(S(=O)(=O)N4CCOCC4)CC3)CC2C)c1 (stereo not given)	74*	2	-16	-2	1	-1	-5	-0.3	-6	1
Cc1ccc(C(=O)OCC(=O)N(CC(C)C)c2c(N)n(Cc3ccccc3)c(=O)[nH]c2=O)o1	3	4	-6	2	0	1	6	-0.3	-1	6
COc1ccc(C(C(=O)NC2CCCCC2)N(C(=O)c2csnn2)C2CC2)cc1 (stereo not given)	-1	-4	2	14	0	-20	-5	0.8	8	2
CCS(=O)(=O)N1CCC(C(=O)NCCCOC)CC1	4	7	-1	4	2	-2	-1	0.3	-1	-2
CCN(CC)S(=O)(=O)c1cccc(-c2nnc(SCCCC(=O)c3ccccc3)o2)c1	3	-25	20	7	3	-1	0	0.2	-1	10
CC(C)(C)c1ccc(S(=O)(=O)N(CCCN2CCOCC2)Cc2cccs2)cc1	7&4	-7&-7	7&-3	2&3	10*!	5&0	0&-1	-0.4&0.1	5&5	3&-7
NC(=O)c1ccc(NC(=O)CSc2nnc(-c3ccccn3)n2N)cc1	1	4	8	2	1	-65	-3	-0.2	-2	-3
The list continues.
SMILES	UHRF1 MBD2 ctr	sPLA2-III inh	ARFGAP1 inh	ASAP1 GAP inh	PLCg1 inh	PLCb3 inh	DDE Tn7 FP inh	KLK7 zymogen act	Tn6 DDE FP	NR1D1 modulator
CC(C)c1ccc(S(=O)(=O)N2CCN(C(=O)c3cccc(F)c3)CC2)cc1	3	-8	1	-5	2	2	0	-0.3	1	-1
O=C(N/N=C/c1ccco1)C12CC3CC(CC(C3)C1)C2	-3	4	1	-6	3	4	2	-0.1	0	0
CC1OC(=O)c2cc3ccccc3nc21 (stereo not given)	0	19	6	-8	-3	-10	11	-0.3	7	-5
COc1ccccc1C(=O)NCCC(=O)NCC(c1ccc(F)cc1)N1CCOCC1 (stereo not given)	2	7	5	-8	-2	-3	7	0.4	-6	-3
COc1ccc(CNC(=O)COC(=O)c2ccc(Br)c(S(=O)(=O)N3CCOCC3)c2)cc1	2	-6	3	-4	2	-1	4	-0.2	0	-4
CC(C)CC1NC(=O)N(CC(=O)Nc2ccc(OC(F)F)cc2)C1=O (stereo not given)	7	3	15	15	0	0	1	-0.6	-11	-3
